CXCR6 block: CXCR6 receptor inhibitors, primary screen, cell-based, beta-arrestin, luminescence, CHO-K1 PathHunter, 1536-well | C-X-C chemokine receptor type 6 (Homo sapiens), O00574 | inhibition, % at 20 µM | actives 0.36% (n = 360,000); in the data active means inhibition above about 34%, passing the limit was not always enough;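 further: antagonist mode with CXCL16 agonist at 10 nM final; 0% = 10 nM CXCL16 with DMSO and 100% = unstimulated wells without agonist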
Target sequence (O00574 whole entry, looked up): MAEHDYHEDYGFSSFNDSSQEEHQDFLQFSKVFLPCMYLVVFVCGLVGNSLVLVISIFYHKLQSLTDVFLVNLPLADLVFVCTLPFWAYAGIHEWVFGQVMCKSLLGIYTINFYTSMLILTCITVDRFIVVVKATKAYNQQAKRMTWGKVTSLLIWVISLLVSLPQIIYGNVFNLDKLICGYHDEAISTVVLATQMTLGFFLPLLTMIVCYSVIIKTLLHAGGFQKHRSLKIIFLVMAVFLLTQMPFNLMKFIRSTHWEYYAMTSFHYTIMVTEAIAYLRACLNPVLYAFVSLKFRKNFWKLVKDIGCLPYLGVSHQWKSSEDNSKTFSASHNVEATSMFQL
TIM10 inh: growth inhibitors of isogenic TIM10 control yeast, primary screen, counter-screen for tim10-1 yeast inhibitor project, luminescence, uHTS | actives 1.4% (n = 330,000) | S. cerevisiae TIM10 strain growth, BacTiter-Glo luminescence, 24 h | AID 463195, 2010 | inhibition, % at 10 µM;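 active means inhibition of 40% or more at the single tested concentration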;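 further: wild-type TIM10 isogenic control strain grown at permissive 25 °C; 0% = DMSO yeast wells and 100% = minimal medium wells without yeast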
APJ antag: antagonists of human apelin receptor APJ, primary screen, CHO-K1 cells, beta-arrestin complementation, luminescence; AID 2521, 2010; inhibition, % at 20 µM; actives 0.32% (n = 330,000);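 active means inhibition above about 40% at 20 µM, limit read from the data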;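 further: cells challenged with 10 nM apelin-13 agonist together with compound; plate controls were apelin-13 plus DMSO wells for no effect and DMSO wells lacking apelin-13 for full effect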
Target sequence (P35414 whole entry, looked up): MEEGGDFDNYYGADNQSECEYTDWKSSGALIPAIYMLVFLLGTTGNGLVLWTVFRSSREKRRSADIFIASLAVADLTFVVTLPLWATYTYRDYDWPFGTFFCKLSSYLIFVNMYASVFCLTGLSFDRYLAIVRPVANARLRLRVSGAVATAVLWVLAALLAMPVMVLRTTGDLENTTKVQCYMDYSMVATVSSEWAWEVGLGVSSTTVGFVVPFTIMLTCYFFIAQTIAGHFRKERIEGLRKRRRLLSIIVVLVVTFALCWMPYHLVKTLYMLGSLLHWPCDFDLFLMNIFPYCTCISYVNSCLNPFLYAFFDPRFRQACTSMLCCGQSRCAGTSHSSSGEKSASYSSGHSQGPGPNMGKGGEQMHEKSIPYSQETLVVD
tim10-1 inh: growth inhibitors of tim10-1 mutant yeast, primary screen, luminescence, uHTS | AID 463190, 2010 | S. cerevisiae tim10-1 ts strain growth, BacTiter-Glo, 24 h | inhibition, % at 20 µM | actives 2.2% (n = 330,000);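 active means inhibition of at least 40%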;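 further: mutant grown at 25 °C; 0% = DMSO wells with yeast and 100% = wells holding no yeast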
XBP1 UPR activ: activators of adaptive XBP1 UPR arm, primary screen, cell-based, CHO-XBP1 luciferase reporter, luminescence, uHTS. IRE1-XBP1 UPR activation; percent of tunicamycin response, DMSO as zero. activation, % at 20 µM. actives 0.33% (n = 330,000). AID 463104, 2010;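 active means versus positive control, 20 µM dose yields 30% or more activation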;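 further: 100% = tunicamycin at 10 µg/mL and 0% = DMSO only wells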
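Material: CHO cell line with stable XBP1 luciferase reporter; schedule: 16-18 h cell attachment at 37 °C, then 6 h compound exposure; signal: glow luminescence from Steady-Glo reagent; medium: serum-containing F12 medium, 10% FBS; benchmarks: tunicamycin 10 µg/mL and vehicle-only wells; read-out: percent activation relative to tunicamycin reference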
APJ agonist: agonists of human apelin receptor APJ, primary screen, CHO-K1 cells, PathHunter beta-arrestin, luminescence | P35414 | 0% DMSO wells, 100% apelin | activation, % at 20 µM | actives 0.11% (n = 330,000) | AID 2520, 2010;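 active means activation more than six SD over the plate average, tested at 20 µM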;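 further: 0% = DMSO alone and 100% = apelin-13 at 10 nM; some results filed as inactive read as strong as hits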
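assay system = CHO-K1 APJ beta-arrestin complementation cell line | input = cell density 1000 per well | dosing = compound 20 µM once, DMSO 1% | timing = compound 90 min 25 °C, reagent 1 h | measured by = luminescence from split beta-galactosidase complementation, Galacton Star/Emerald II substrate | read-out basis = APJ agonist activity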
Mdm2-MdmX inh: inhibitors of human Mdm2-MdmX association, primary screen, cell-based, luminescence, split luciferase, SaOS-2, uHTS; Protein Mdm4 (Homo sapiens) + E3 ubiquitin-protein ligase Mdm2 (Homo sapiens), …; SaOS-2 split-luciferase Mdm2/MdmX complementation; inhibition, % at 8 µM; actives 3% (n = 330,000);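 active means inhibition of at least 50% at 8 µM in the primary screen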
UPR CHOP act: activators of apoptotic CHOP UPR arm, primary screen, cell-based, CHO-CHOP luciferase reporter, luminescence, uHTS; activation, % at 10 µM; UPR activation; percent of tunicamycin response over DMSO baseline; AID 449763, 2010; actives 0.34% (n = 330,000);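 active means at 10 µM dose, activation of 40% or more, normalized to positive control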;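 further: 100% = tunicamycin at 10 µg/mL and 0% = DMSO alone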
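measured by = luciferase luminescence | assay system = CHO-CHOP cells, stable luciferase reporter of PERK-eIF2a-CHOP signalling | amount = 500 reporter cells seeded per well | timing = 6 h compound exposure at 37 °C after overnight seeding | controls = positive tunicamycin 10 µg/mL, negative DMSO alone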
tim23-1 inh: growth inhibitors of tim23-1 mutant yeast, primary screen, luminescence, uHTS; S. cerevisiae tim23-1 growth, BacTiter-Glo luminescence, 24 h; actives 1.3% (n = 330,000); inhibition, % at 20 µM;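 active means growth inhibition of the mutant yeast at or above 50%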;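 further: temperature-sensitive mutant grown at 25 °C; plate controls were DMSO-treated mutant yeast for no effect and medium wells lacking yeast for full effect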
Active calls of the source: *. Only part of the results is shown (hit frequency here may not be typical).

SMILES	CXCR6 block	TIM10 inh	APJ antag	tim10-1 inh	XBP1 UPR activ	APJ agonist	Mdm2-MdmX inh	UPR CHOP act	tim23-1 inh
COC(=O)c1ccccc1NC(=S)NC(NC(=O)c1ccccc1[N+](=O)[O-])C(Cl)(Cl)Cl (stereo not given)	7	12	14	10	-1	-7	13	0.4	20
C#CCOCCOCCOCCNc1nc(N2CCN(C(=O)Cn3cc(CCCN=C(N)N)nn3)CC2)nc(N2CCN(C(=O)[C@H](C(C)C)n3cc(CCO)nn3)CC2)n1	-7	-1	4	-2	-1	-5	5	0.2	-10
C/C(CC(=O)Nc1ccc2c(c1)OCO2)=N\NC(=O)OC(C)(C)C	6	3	-5	0	6	0	-28	-0.1	16
CCOC(=O)c1c(NC(=O)c2ccc(S(=O)(=O)N(C)CC3CCCO3)cc2)sc2c1CCN(C)C2 (stereo not given)	18	15	19	4	-5	-7	34	1.6	20
O=C(Nc1ccc2nc3n(c(=O)c2c1)CCCC3)c1ccccc1[N+](=O)[O-]	-5	1	7	1	3	2	19	1.5	9
CCC1=Nc2cc(C(=O)O)ccc2Sc2ccccc21	4	6	7	-25	1	-5	28	-2.2	-10
O=c1oc2ccccc2c2c1SC(C(F)(F)F)C2 (stereo not given)	-15	-14	11	13	2	-2	2	-1.6	-6
COC(=O)c1c(C(=O)OC)n(CCCN)c2ccc(C)cc12	9	2	-11	1	-2	3	14	-1.8	4
O=C(CCNC(=O)c1ccccc1Cl)Nc1nc2ccccc2[nH]1	-8	-4	3	3	2	-2	18	3.3	2
CCOc1ccccc1/C=N/N1CCN(Cc2ccccc2)CC1	-8	-3	-18	0	-4	-1	22	1.5	3
COc1ccc(N2CCN(C(=O)c3c(C)nn(-c4ccccc4)c3C)CC2)cc1	-5	11	-2	13	-2	-1	27	-3.5	19
COc1ccccc1N/C(N)=N/c1nc(C(F)(F)F)cc(=O)[nH]1	4	20	8	-5	1	-3	-14	-1.8	-4
OCCN1CCN(c2ncnc3ccc(Br)cc23)CC1	-6	-2	13	0	-5	-1	51*	1.4	7
Cc1nc2ncnn2c(N2CCC(C(=O)NC3CCCC3)CC2)c1Cc1ccccc1	1	12	16	5	-1	1	8	-0.9	6
CC(C)=CC(=O)Nc1nnc(C(C)C)s1	-1	6	19	7	-8	-4	-16	0.4	2
Cc1ccc(CC2C(=O)N(c3ncccn3)C(=O)C2C)cc1 (stereo not given)	-1	6	-26	25	-1	-1	3	0.7	13
CCOc1ccc(N(C(C)C(=O)Nc2cccnc2)S(C)(=O)=O)cc1 (stereo not given)	2	2	-6	8	-3	-1	-39	1.6	20
NC1=NS(=O)(=O)NC1c1ccc(Cl)cc1 (stereo not given)	0	-8	4	4	3	0	0	-1.1	-3
O=C(Cn1cncn1)NCc1cccc(C(F)(F)F)c1	5	2	-11	-12	1	-2	-26	-1.1	-2
Clc1cccc2c3c([nH]c12)CCNC3	3	-18	-15	11	-1	2	12	0.5	9
COC(=O)CNc1cccc(C(F)(F)F)c1	1	9	-4	4	1	-3	-23	0.9	8
CC(O)c1cccc(NC(=O)CC(c2ccccc2)c2ccccc2)c1 (stereo not given)	-6	8	9	10	-7	1	24	3.2	11
N/C(Cc1ccc([N+](=O)[O-])cc1)=N\OC(=O)C1CCCCC1	-3	56*	-20	62*	-1	7	0	0.2	59*
COc1ccccc1C(=O)N/C(=C\c1ccccc1)C(=O)NC(C)C(=O)O (stereo not given)	-1	-14	10	-8	0	-3	2	-1.0	-6
COCCN(C(=O)CSc1nnc(-c2ccccc2F)n1N)c1c(N)n(Cc2ccccc2)c(=O)[nH]c1=O	0	6	19	8	0	3	-5	0.9	-1
N#Cc1cccnc1N1CCN(C(=O)c2ccc3c(c2)S(=O)(=O)c2ccccc2C3=O)CC1	0	6	-23	26	1	15	-9	0.9	27
O=[N+]([O-])c1ccc(N/N=C/c2cccc(O)c2O)cc1	25	6	17	26	8	-6	-24	25	38
COc1ccc(NC(=O)C(c2ccc(C)cc2)N(C)C(=O)c2ccc(=O)[nH]c2)cc1 (stereo not given)	-7	-8	3	7	-1	-3	15	3.3	5
O=C(COC(=O)c1n[nH]c2ccccc12)c1ccc(F)c(F)c1	4	21	-13	25	1	-5	4	6.6	37
CC1(C)CCCN(Cc2c(O)ccc3c(=O)c(-c4nc5ccccc5s4)c(N)oc23)C1	-6	13	-9	-13	-1	2	14	4.8	41
CCOC(=O)c1cc(C)n(S(=O)(=O)c2ccc(C)cc2)c1C	-1	-4	16	-10	-2	-2	15	-0.2	-4
CC(NC(=O)Nc1ccc(Cl)cc1)c1ccccc1 (stereo not given)	4	-28	-16	5	-2	-3	6	2.5	27
CC1=CC(C)(C)N(C(=O)c2ccccc2)c2ccc(C)cc21	16	46*	6	26	2	-9	-6	8.6	-6
COc1ccc(C(=O)N2CCC(C(=O)Nc3ccc4c(c3)OCO4)CC2)cc1	-4	17	-5	9	2	-6	-28	-0.2	-4
O=C(C/C=N/OCc1ccc(Cl)cc1Cl)c1ccc(Cl)cc1	0	2	8	39	4	0	12	-1.5	7
CC(C)C(NC(=O)C1CCCCC1)C(=O)Nc1ccncc1 (stereo not given)	-13	-3	7	-3	0	2	-11	-2.2	3
COc1cc(N/C=C(\C(C)=O)c2ccccc2)cc(OC)c1	7	3	10	16	-5	-6	18	-2.5	4
COc1cccc(C(C)NC(=O)C2CCCO2)c1 (stereo not given)	9	-6	16	-12	-4	1	1	0.3	-7
O=C(COC(=O)c1ccc(NS(=O)(=O)c2cccs2)cc1O)NC1CCCCC1	-1	-16	1	-4	3	0	-9	0.6	-1
CCC(C)(C)NC(=O)Cn1c(=O)oc2cc(S(=O)(=O)N3CC(C)CC(C)C3)ccc21 (stereo not given)	-3	2	6	21	-4	2	8	2.7	7
COCCNC(=O)CN1c2ccccc2CC1C (stereo not given)	2	-15	-10	2	0	-1	6	-0.7	-4
COC(=O)CSc1nc(C(C)C)nc2ccccc12	6	-18	2	18	0	-3	12	-0.6	13
CC(=O)Nc1ccc(OS(=O)(=O)c2ccc(C)cc2C)cc1	7	17	-5	35	1	-1	-4	-0.8	28
COc1ccc([N+](=O)[O-])cc1NC(=O)c1ccccc1SC	9	-9	1	37	-2	0	-20	1.0	8
COc1ccccc1CNC(=O)CN1C(=O)NC2(CCCCCC2)C1=O	1	0	11	-6	0	-2	10	-1.9	3
NC(=O)COC(=O)C1c2ccccc2Oc2ccccc21	-4	-8	10	13	0	-2	-2	-1.5	-7
Cn1c(CC2C(=O)Nc3ccc(Br)cc32)nc2ccccc2c1=O (stereo not given)	2	20	-7	15	4	-3	4	2.4	7
Cc1cc(-c2ccc(C)c(S(=O)(=O)NCCCN3CCCCCC3)c2)on1	2	-2	-4	14	-4	3	-3	0.1	5
CCOc1ccc(N2C(=O)CC(SCC(=O)O)C2=O)cc1 (stereo not given)	1	20	1	1	5	-3	14	0.0	5
COC(=O)c1ccc(C)c(NC(=O)CCn2[nH]c(=O)ccc2=O)c1	-4	1	12	4	2	3	-4	0.0	4
CCCC(=O)Nc1cc2c3c(c1)CC(=O)N3CCC2	-3	13	-16	9	-3	4	11	-0.8	8
Cc1ccc(S(=O)(=O)Nc2ccc(Br)cc2/C=N/n2cnnc2)cc1	-5	27	13	41*	1	17	-2	0.0	77*
C[C@@H]1CCC[C@@]2(O[C@@H](CCO)C[C@@H](O)[C@@H]2O)O1	4	-10	-1	-21	-1	-1	-2	1.5	4
COc1cccc(/C=C/C(=O)N2CCN(c3ccccn3)CC2)c1	1	8	0	22	0	-7	16	1.8	27
Cc1scc(C(=O)NNC(=S)NCc2ccccc2)c1C	9	22	12	28	-2	-1	-27	2.3	25
CC1CN(c2sc(S(C)(=O)=O)nc2S(=O)(=O)c2ccc(Cl)cc2)CC(C)O1 (stereo not given)	0	3	6	-1	-4	-3	27	1.3	-3
CCOc1ccc(CNC(=O)C2CCC(=O)N2C2CCCC2)cc1OC (stereo not given)	0	-5	8	1	5	0	-17	-1.3	7
CCCC(=O)Nc1ccc(NC(=O)c2ccccc2F)cn1	4	-3	8	-10	-1	-1	-9	7.4	12
CCOC(=O)C1=C(COC(=O)c2ccc(Br)o2)NC(=O)NC1C (stereo not given)	5	2	-3	7	-4	3	-3	1.3	14
Oc1c(Cl)cc(Cl)cc1/C=N/NC(=S)NC1CC2C=CC1C2 (stereo not given)	23	36	-29	48*	8	-2	37	1.2	57*

Looked up by compound from the entries so far (6):
SMILES	CXCR6 block	TIM10 inh	APJ antag	tim10-1 inh	XBP1 UPR activ	APJ agonist	Mdm2-MdmX inh	UPR CHOP act	tim23-1 inh
CCCC(=O)Nc1cc2c3c(c1)CC(=O)N3CCC2	-3	13	-16	9	-3	4	11	-0.8	8
Cc1scc(C(=O)NNC(=S)NCc2ccccc2)c1C	9	22	12	28	-2	-1	-27	2.3	25
COc1cccc(/C=C/C(=O)N2CCN(c3ccccn3)CC2)c1	1	8	0	22	0	-7	16	1.8	27
CC1CN(c2sc(S(C)(=O)=O)nc2S(=O)(=O)c2ccc(Cl)cc2)CC(C)O1 (stereo not given)	0	3	6	-1	-4	-3	27	1.3	-3
Cn1c(CC2C(=O)Nc3ccc(Br)cc32)nc2ccccc2c1=O (stereo not given)	2	20	-7	15	4	-3	4	2.4	7
CCOc1ccc(N2C(=O)CC(SCC(=O)O)C2=O)cc1 (stereo not given)	1	20	1	1	5	-3	14	0.0	5

(next part)
SMILES	CXCR6 block	TIM10 inh	APJ antag	tim10-1 inh	XBP1 UPR activ	APJ agonist	Mdm2-MdmX inh	UPR CHOP act	tim23-1 inh
CC(=O)Nc1c(C)nn(-c2ccc([N+](=O)[O-])cc2)c1C	-6	3	-17	-6	0	0	13	-1.0	22
CCn1c(/C=C/c2ccccc2)nc2ccccc2c1=O	5	9	-7	7	0	-3	5	-0.7	-10
O=C(NCc1ccccn1)c1cc2c(ccc3ccccc32)oc1=O	4	4	-5	10	-1	-6	-11	0.0	5
O=C(CN1C(=O)NC2(CCCCCC2)C1=O)c1ccc(F)cc1	5	-14	-9	-34	-1	-4	11	1.8	-10
CC1CCCC(NC(=O)COC(=O)CSc2ccc3ccccc3c2)C1C (stereo not given)	0	-3	11	28	-2	2	-7	-1.4	31
OCC1(Cc2ccccc2F)CCCN(CCc2ccccc2)C1 (stereo not given)	7	-15	16	-11	-2	1	-11	2.1	-3
O=C(NN1C(=O)/C(=C\c2cccnc2)SC1=S)c1ccco1	-11	11	-2	3	-2	-2	-2	1.6	17
O=C(Nc1ccccc1)Nc1ccc(Nc2ccccc2)cc1	6	-3	-2	-15	2	-4	-35	4.2	9
